# Compound activity from PubChem.
# Statin myotox sup – suppressors of simvastatin-induced myotoxicity in C2C12 myotubes | actives 0.78% (n = 330,000) | ATP luminescence, 48 h; scaled: DMSO 0, geranylgeraniol control 100 | rescue of ATP level, % at 7.49 µM | AID 602340;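 active = mean ATP rescue above about 67%, or every replicate alone reaching that limit, limit read from the data, passing the limit was not always enough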;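 note: myotubes were challenged with 10 µM simvastatin during compound exposure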
# miR-122 sensor – inhibitors of miR-122 in Huh7 cells; Huh7 miR-122 Renilla luciferase sensor, 48 h; neutral wells = 0, positive control = 100; actives 0.3% (n = 340,000); activation (reporter increase), % at 12.5 µM;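 active = mean replicate activation score at least 90 and every replicate individually at or above 90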;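 note: higher luciferase means less miR-122 activity so hits act as miR-122 inhibitors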
# FN deposit inh – fibronectin deposition inhibition | AH1F fibroblasts, Alexa488-fibronectin deposition fluorescence, overnight | inhibition, % at 12.6 µM | actives 0.086% (n = 350,000) | AID 743247;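 active = mean inhibition across replicates of 30% or more, regardless of how many single replicates reach that level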;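 note: positive control wells lacked labelled fibronectin entirely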
#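 Test system: AH1F fibroblast monolayer depositing Alexa488-labelled fibronectin into matrix. Input: 10000 cells per well. Technique: fluorescence, ex 485 nm, em 525 nm. Buffer or medium: DMEM plus 2% serum, read in PBS. Timing: 1 h cell adhesion before compound, then overnight fibronectin incubation. Compound: single dose, pinned. Read-out basis: inhibition from reduced deposited-fibronectin fluorescence.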
# PGC1a acetyl inh – lowers PGC1a acetylation signal in U2OS cells. AlphaScreen anti-acetyl-lysine; with virally co-expressed GCN5 acetyltransferase. inhibition, % at 15.6 µM. actives 0.17% (n = 350,000);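 active = every replicate shows inhibition of at least 40%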;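 note: 0% = neutral control wells and 100% = positive control wells; some results beyond the cut were filed as inactive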
# Cneo AK release – causes C. neoformans cell lysis | adenylate kinase release luminescence, 4 h; normalised: neutral wells 0, clomiphene wells 100 | lysis activity, % at 15 µM | actives 0.2% (n = 360,000) | AID 651654;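 active = mean lysis activity across replicates of at least 80%, whatever share of replicates individually reach that level; inactive = mean lysis activity below 80%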
#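 Assay system: C. neoformans cells. Amount: yeast cell density of 5 × 10^6 cells/mL. Technique: AK luminescence. Buffer or medium: YPD. Times: static 4 h at 37 °C with compound, 1 h detection. Dosing: single-point compound dose. Read-out: lysis from increased AK signal.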
# PglD DTNB – blocks C. jejuni PglD acetyltransferase activity; purified PglD enzyme, DTNB colorimetric CoA detection; inhibition, % at 12.5 µM; actives 0.098% (n = 360,000); AID 602405; in the data active = inhibition above about 16%, passing the limit was not always enough; note: strong numbers were not always called active
# INS-1E GSIS act – GLuc luminescence reporter in INS-1E cells, primary screen for activators of glucose-dependent secretion of insulin | INS-1E GLuc reporter insulin secretion, 2-3 h | activation, % at 16.6 µM | actives 0.61% (n = 370,000) | AID 743287;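 active = lowest replicate activation of at least 40%, so every replicate reaches that level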;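 note: 0% = median of neutral control wells and 100% = median of IBMX positive control wells; some compounds called inactive have numbers as strong as hits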
# F508del corr – correctors of CFTR F508del function in bronchial epithelial cells; CFBE cells, YFP halide quenching; stimulated with forskolin plus potentiator P3; % fluorescence drop versus neutral controls; activity (quench increase), % at 7.58 µM; actives 0.36% (n = 350,000);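 active = mean added fluorescence quench of at least 8% versus neutral control, with both replicates also reaching 8%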;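 note: cells transiently co-express mutant CFTR-F508del with the halide-sensitive YFP; corrector assay measuring rescue of mutant channel to the surface after 24 h compound exposure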
# Numbers without * were called inactive; / = no result given; & = joins results of further samples; [ ] = another dose, or the depositor's remark.
SMILES,Statin myotox sup,miR-122 sensor,FN deposit inh,PGC1a acetyl inh,Cneo AK release,PglD DTNB,INS-1E GSIS act,F508del corr
Cc1cc(C)n(C(=O)COc2ccc(Cl)cc2Cl)n1,-3.1,-0.1,-4.6,-6.7,-0.2,1.8,/,/
O=C(Nc1ccc(S(=O)(=O)Nc2ncccn2)cc1)c1ccc2ncsc2c1,-10.2,8.3,11.1,7.9,/,/,-1.2,-3.3
CCCNC(=O)Nc1ccc2c(c1)OC[C@@H](C)N(CCC(F)(F)F)C[C@H](C)[C@H](OC)CN(C)C2=O,-15.4,/,-2.7,2.6,1.1,-2.6,-9.1,-0.8
Nc1ccn([C@@H]2O[C@H](CNCc3cc(Cl)ccc3OCc3ccc(Cl)cc3)[C@@H](O)[C@H]2O)c(=O)n1,11.5,-0.7,-3.7,/,-0.7,-0.9,-0.4,2.9
C=CCSc1nnc2c(n1)OC(c1ccccn1)N(C(C)=O)c1ccccc1-2 (stereo unspecified),/,17.2,/,8.3,-0.5,-10.3,7.4,/
COc1ccc(OC)c(NC(=O)C2C3C=CC(C3)C2C(=O)NCc2ccccn2)c1 (stereo unspecified),11.7,8.9,9.9,/,-1.9,-4.2,/,/
O=C(CCNC(=O)c1ccc([N+](=O)[O-])cc1)NNC(=O)c1ccccc1F,-0.4,6.3,0.7,1.9,-1.2,0.5,3.8,-2.0
COc1ccc(-c2noc(N3CCC(C(=O)N(C)c4ccccc4C)CC3)n2)cc1,-17.1,/,-7.9,/,-1.2,-1.0,/,-0.8
NC(=O)c1nn(CC(=O)Nc2cccc(S(=O)(=O)N3CCCCCC3)c2)c(=O)c2ccccc12,0.7,/,-0.6,/,-2.6,1.6,-3.8,-0.6
CCOc1ccccc1C(=O)OCC(=O)Nc1ncc(C(F)(F)F)cc1Cl,5.1,-7.1,-1.4,-0.5,1.9,-5.1,/,/
CCS(=O)(=O)Nc1ccc2c(c1)OCO2,/,/,-5.8,-2.7,/,/,-4.3,-1.9
O=C(Cc1ccccn1)N[C@H]1C=C[C@H](CC(=O)N2CCCCC2)O[C@@H]1CO,4.2,/,2.3,1.7,0.2,2.4,13.1,0.2
COC(=O)c1nnn(-c2nonc2N)c1CSc1ccc(Cl)cc1,2.9,-0.2,/,-5.5,0.4,-4.1,/,/
CCc1cccc(NC(=O)NC(=O)Cn2nnc(C(=O)OC)c2C(=O)OC)c1,/,-3.7,-1.6,16.5,-4.5,-1.1,/,3.0
CC(NC=O)c1nc2ccccc2n1CCc1ccccc1 (stereo unspecified),0.8,-4.6,-3.0,4.5,2.8,-2.9,15.4,-1.8
CCCC#Cc1ccc2c(c1)O[C@H](CN(C)C)[C@@H](C)CN([C@H](C)CO)S2(=O)=O,12.1,21.0[16.7 µM],-1.9,-16.4,11.1,0.0,1.7,-1.9
COc1cc(NC(=O)NC(C)(C(F)(F)F)C(F)(F)F)cc(OC)c1OC,-7.9,2.0,5.9,-6.7,-0.3,0.4,/,/
Cn1c(=O)c2sccc2n(Cc2ccc(Br)cc2)c1=O,-0.6,1.1,7.6,-2.1,-2.0,2.6,16.8,-0.5
COc1ccccc1NC(=O)NCCN1CCCCC1,2.5,-4.0,-4.7,22.2,-3.5,-4.5,2.4,-0.7
CC1(c2ccccc2Cl)NC(=O)N(CC(=O)NCCC2=CCCCC2)C1=O (stereo unspecified),10.5,-1.1,-5.5,/,-3.9,-1.7,/,-1.9
COc1cc(OC)nc(-n2ncc(OC)c(Br)c2=O)n1,/,1.1,2.0,1.1,-3.3,0.5,5.6,-0.2
CCCNC(=O)N[C@@H]1CC[C@@H](CCn2cc(C3CC3)nn2)O[C@H]1CO,2.6,/,-4.9,0.6,-0.9,3.2,-1.7,-3.1
Cc1ccc(C)c(C(=O)Nc2c(C(N)=O)oc3ccccc23)c1,-9.1,3.0,-0.2,-3.6,1.0,-3.8,21.9,0.3
Cc1ccccc1C(=O)N1[C@@H](C(C)C)COc2cc(Br)ccc2S1(=O)=O,3.7,2.6,-7.8,/,-3.3,-0.8,-1.9,-4.9
CN(C)/C=N/c1nc2nccc(-c3ccccc3)n2n1,-2.4,-6.4,-14.3,-23.2,-0.2,-3.1,6.1,1.2
COc1ccc(/C=N/NC(=O)c2sc3nc(C)cc(C)c3c2N)cc1,/,-1.0,0.6,-0.1,-1.5,0.4,21.1,0.7
C[C@@H]1CCCCO[C@H](CN(C)CC2CC2)[C@@H](C)CN([C@@H](C)CO)C(=O)c2cc(NS(=O)(=O)c3ccc(F)cc3)ccc2O1,/,-3.0[16.7 µM],/,6.3,4.0,2.5,1.0,3.4
COc1ccc(NC(=O)Nc2cc(C)cc(C)c2)cn1,/,1.7,-3.4,/,-0.8,0.9,3.0,1.0
CCCCn1nc2cc(C(=O)NCc3ccco3)ccc2c1OCC,-13.6,-11.2,1.3,-11.5,-1.6,4.9,6.7,-2.1
Nc1cc(=O)nc(SCC(=O)Nc2ccccc2Cl)n1-c1ccccc1,/,1.0,-3.6,-8.8,/,/,-12.9,-1.3
Cn1cnc(S(=O)(=O)N2CCCCN3[C@H](CO)[C@H](c4ccc(-c5ccc(F)cc5)cc4)[C@H]3C2)c1,/,0.5[16.7 µM],/,-0.2,0.2,-0.3,-11.6,0.8
CC1(O)C(=O)c2ccccc2N(c2ccccc2)C1=O (stereo unspecified),/,3.6,/,1.1,-1.8,-3.0,/,/
COc1ccc(NC(=O)Nc2ccc3c(c2)C(=O)N([C@H](C)CO)C[C@H](C)[C@H](CN(C)Cc2ccc4c(c2)OCO4)OCCCC[C@H](C)O3)cc1,/,-8.5[16.7 µM],/,0.8,1.8,-1.4,-23.0,-1.7
Nc1nc(Nc2ccccc2)nc(NCc2ccccc2)c1[N+](=O)[O-],4.8,/,18.1,/,/,/,11.9,-2.4
CCc1ccc(S(=O)(=O)NCc2cn3ccccc3n2)s1,1.0,-0.6,/,4.8,3.8,5.1,/,/
c1coc(Cn2nnnc2CN2CCN(C3CCCC3)CC2)c1,6.0,-1.3,-5.9,-14.6,1.5,-1.3,/,/
CC(C)CN(C(=O)Cn1nnc(-c2ccc(Cl)cc2)n1)C1CCS(=O)(=O)C1 (stereo unspecified),5.9,-10.1,2.3,4.0,0.0,7.6,6.8,1.4
COc1ccc(C(=O)NCC2COc3ccccc3O2)cc1S(=O)(=O)N1CCOCC1 (stereo unspecified),0.1,/,3.2,/,-1.7,5.0,0.8,-1.3
NCCCCC(=O)O,-1.8,-11.4,-7.8,5.9,-3.4,0.5,/,-4.8
CS(=O)(=O)Nc1ccc2c(c1)[C@@H]1C[C@@H](CC(=O)NCc3cccnc3)O[C@H](CO)[C@@H]1O2,3.4&-2.5,-5.1,-0.2&-16.5,6.8&-11.2,1.4&-0.6,0.5&-0.3,-0.6&2.9,-1.7&2.8

# Whole records, quoted from the list.
# Listed for O=C(CCNC(=O)c1ccc([N+](=O)[O-])cc1)NNC(=O)c1ccccc1F = Statin myotox sup = -0.4; miR-122 sensor = 6.3; FN deposit inh = 0.7; PGC1a acetyl inh = 1.9; Cneo AK release = -1.2; PglD DTNB = 0.5; INS-1E GSIS act = 3.8; F508del corr = -2.0
# Listed for CCCCn1nc2cc(C(=O)NCc3ccco3)ccc2c1OCC = Statin myotox sup = -13.6; miR-122 sensor = -11.2; FN deposit inh = 1.3; PGC1a acetyl inh = -11.5; Cneo AK release = -1.6; PglD DTNB = 4.9; INS-1E GSIS act = 6.7; F508del corr = -2.1

# Continued.
SMILES,Statin myotox sup,miR-122 sensor,FN deposit inh,PGC1a acetyl inh,Cneo AK release,PglD DTNB,INS-1E GSIS act,F508del corr
O=C(Nc1nnc(Cc2ccccc2)s1)c1ccco1,7.5,2.3,-3.1,1.5,2.6,-1.1,5.6,/
CN1C(=O)c2cc(NC(=O)Nc3ccccc3F)ccc2OC[C@H]2O[C@@H](CC(=O)O)CC[C@H]21,-14.3,43.3[16.7 µM],-3.8,0.7,-0.7,-0.7,-1.8,0.7
Cc1ccc(S(=O)(=O)N2CC[C@@H]3[C@H]2c2cc(-c4ccc(C#N)cc4)ccc2N[C@@H]3CO)cc1,-14.3,-6.5[16.7 µM],2.6,-0.6,-22.4,1.5,12.2,-0.7
O=C1C2C3c4ccccc4C(c4ccccc43)C2C(=O)N1c1ccncc1 (stereo unspecified),2.6,-4.9,6.4,/,0.0,-7.6,48.6,-3.3
COC(=O)C1(C)NC(c2ccc(OC)cc2)C2C(=O)N(c3ccccc3)C(=O)C21 (stereo unspecified),-3.7,3.5,-5.8,12.4,1.3,-1.9,13.0,-1.5
COc1ccccc1S(=O)(=O)N(C)C[C@@H]1Oc2cc(C#CCC3CCCC3)ccc2S(=O)(=O)N([C@H](C)CO)C[C@H]1C,-54.5,11.2[16.7 µM],/,-13.1,3.2,-0.2,/,0.0
COCC#Cc1cnc2c(c1)C(=O)N([C@@H](C)CO)C[C@H](C)[C@@H](CN(C)C(=O)Nc1ccccc1F)O2,23.1,-5.6[16.7 µM],-2.3,2.1,-1.5,1.1,3.0,0.8
CC(C)(C)OC(=O)N1CCCC(C(=O)Nc2ccc(C(=O)NC3CC3)cc2)C1 (stereo unspecified),1.8,1.4,1.0,13.2,0.3,-2.5,5.3,-2.0
C[C@H]1CN([C@@H](C)CO)C(=O)CCCn2nncc2CO[C@@H]1CN(C)C,-1.7,-0.9[16.7 µM],-0.6,7.0,7.5,-1.8,-11.1,0.9
COc1ccc(S(=O)(=O)N[C@H]2C=C[C@H](CC(=O)N3CCc4ccccc4C3)O[C@@H]2CO)cc1,10.9,-3.3[16.7 µM],3.7,-8.6,11.2,-0.3,-5.7,-1.0
O=C(CSc1nnc(CNC(=O)c2ccccc2)o1)NCC1CCCO1 (stereo unspecified),-3.4,2.0,-2.7,1.3,1.2,3.3,23.2,1.9
CC(C)c1nnc(NC(=O)CCC(=O)Nc2ccc(F)cc2)s1,6.0,/,/,/,4.9,0.9,6.8,/
CCN(CC)S(=O)(=O)c1cccc(C(=O)OCc2cc(=O)n3nc(C)sc3n2)c1,3.1,8.7,-0.8,7.7,0.9,7.3,/,/
CCN(C(=O)c1ccc2c(=O)n3c(nc2c1)CCCCC3)c1ccccc1C,-4.1,-1.3,6.8,-1.7,0.8,-4.0,-13.8,0.4
COc1ccc(-c2nc3n(c(=O)c2C#N)CCCS3)cc1,-5.3,4.3,/,-3.9,3.8,5.3,/,/
Cc1cccc(/C=N/NC(=O)c2ccc(NC(=O)c3ccc(F)cc3)cc2)n1,6.3,4.8,-1.9,-27.6,1.1,-1.1,15.7,-1.0
Cc1ccc(-c2nn(CCC(=O)O)cc2CCC(=O)O)cc1,9.1,-2.1,/,0.0,0.4,0.4,21.0,-4.1
O=C(CC1C(=O)NCCN1Cc1ccccc1F)NC1CCCCCC1 (stereo unspecified),2.6,-4.9,-2.9,/,1.9,-0.3,-5.3,-2.7
COCCn1c(SCC(=O)N2CCCc3ccccc32)nc2c(c1=O)SC(C)C2 (stereo unspecified),-2.1,-2.6,-1.5,3.4,-0.2,1.5,-7.8,-1.4
Cc1nn(CC(=O)N2CCN(C)CC2)c(=O)c2ccccc12,5.6,-2.3,-3.2,12.1,0.3,2.1,17.2,-0.4
C[C@H](NC(=O)c1nc[nH]c1C(=O)N[C@H](C)c1ccccc1)C(=O)OCc1ccccc1,20.9,-7.7,-10.5,-12.8,-3.4,3.6,-23.2,-1.9
Cc1onc(-c2ccccc2Cl)c1C(=O)N1CCN(S(=O)(=O)c2ccc(F)c(F)c2)CC1,-2.3,-0.7,-0.5,9.8,4.5,2.0,5.1,-1.2
